Compound activity deposited in PubChem by several laboratories.
TbHK1 inh = blocks Trypanosoma brucei hexokinase 1 activity. recombinant TbHK1, G6PDH-coupled NADH A340. inhibition, % at 10 µM. hit rate 0.11% among 220,000;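 active means inhibition of 50% or more in the single-dose primary screen; inactive means inhibition below 50%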
14-3-3 Bad inh = disrupts binding of bovine 14-3-3 zeta to phospho-Bad peptide. hit rate 0.71% among 220,000. inhibition, % at 21.7 µM. P63103. TR-FRET 14-3-3zeta/Dy647-pBad peptide displacement, 1 h. AID 781;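 active means inhibition above about 70%, limit read from the data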;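 further: 0% = full 14-3-3 plus peptide FRET controls and 100% = background without 14-3-3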
Runt-SMMHC FRET = Runt domain-CBFb-SMMHC interaction inhibition; Q01196+Q13951; Cerulean-Runt/Venus-CBFb-SMMHC FRET ratio 530/480, 1 h; inhibition, % at 20 µM; hit rate 0.74% among 220,000; AID 1434;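 active means mean inhibition across duplicate retests at 20 µM reaching about 50%, limit read from the data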;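 further: 0% = DMSO wells and 100% = wells with excess untagged CBFb-SMMHC; inhibitors lower the FRET ratio by blocking Runt binding to CBFb-SMMHC; some results filed as inactive read as strong as hits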
Runt-CBFb FRET = Runt domain-CBFb interaction inhibition | Q01196+Q13951 | inhibition, % at 20 µM | AID 1496 | Cerulean-Runt/Venus-CBFb FRET ratio 530/480, 1 h | hit rate 0.46% among 220,000;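 active means inhibition over about 50% at 20 µM in the single-dose screen, limit read from the data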;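 further: 0% = DMSO wells and 100% = excess unlabeled CBFb competitor control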
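Assay system: Cerulean-Runt domain fusion protein, energy donor; Signal: fluorescence energy transfer, 422 nm excitation, 530/480 nm emission; Timing: 1 h compound exposure, room temperature; Control set: unlabeled CBFb; Medium: Tris buffer pH 7.5 with salts and BSA; Compound: single test concentration of 20 µM, 1% DMSO final; Probe or stimulus: Venus-CBFb 100 nM.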
L929 necroptosis = blocks zVAD induced death of L929 cells. L929 zVAD necroptosis rescue, ATP luminescence, 24 h; with zVAD 60 µM. viability rescue, % at 10 µM. hit rate 0.38% among 220,000;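 active means activation, scaled between plate controls, above about 75%, limit read from the data; inactive means activation under that limit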;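 further: 0% = zVAD with DMSO and 100% = DMSO alone without zVAD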
Mdm2 ligase inh = Mdm2 E3 ligase (human) inhibition; Q00987; cell-based MDM2 ubiquitination luciferase reporter, 2 h; 0 = plate control, 100 = twice control, blank-subtracted; hit rate 0.11% among 210,000; signal enhancement, % at 5 µM; AID 1230;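 active means signal enhancement of 30% or more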;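 further: luminescence tracks abundance of the self-degrading MDM2-luciferase fusion protein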
Target sequence (Q00987 whole entry, looked up, the tested form may be a part): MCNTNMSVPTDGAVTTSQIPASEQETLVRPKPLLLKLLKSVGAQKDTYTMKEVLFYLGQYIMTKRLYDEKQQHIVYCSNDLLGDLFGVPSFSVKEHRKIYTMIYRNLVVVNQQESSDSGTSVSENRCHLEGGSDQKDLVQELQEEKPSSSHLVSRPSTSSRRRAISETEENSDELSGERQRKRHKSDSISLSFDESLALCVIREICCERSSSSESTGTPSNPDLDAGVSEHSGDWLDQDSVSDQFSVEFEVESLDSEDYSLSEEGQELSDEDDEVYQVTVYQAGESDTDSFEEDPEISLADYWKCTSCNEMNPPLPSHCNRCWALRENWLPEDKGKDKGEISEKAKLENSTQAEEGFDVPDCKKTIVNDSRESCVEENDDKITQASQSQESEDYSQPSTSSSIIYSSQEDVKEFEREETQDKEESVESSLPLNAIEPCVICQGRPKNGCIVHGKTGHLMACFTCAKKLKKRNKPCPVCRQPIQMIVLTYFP
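system = mammalian cells stably expressing self-ubiquitinating, self-degrading MDM2 E3–luciferase fusion | quantity = 2000 cells per well seeded | incubation = 4 h cell settling then 2 h compound exposure, 37 °C | signal = SteadyLite luminescence, 15 min reagent step | benchmarks = plate control and blank wells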
EBV gp42 inh = EBV gp42 inhibition; Q1HVG2; Fluorescence polarization binding assay, mP read-out; inhibition, % (tested at 21.74 µM); hit rate 0.42% among 220,000; AID 1085; in the data active means inhibition above about 50%
Hck-Nef inh = inhibitors of human Hck kinase activated by Nef; Recombinant Hck-YEEI plus Nef, Z-Lyte FRET kinase assay; inhibition, % at 20 µM; hit rate 0.68% among 220,000;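 active means Hck-Nef kinase inhibition above about 50%, limit read from the data; inactive means inhibition below that limit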;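 further: 0% = DMSO with Hck plus Nef and 100% = Hck alone without Nef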
Target sequence (P08631 whole entry, looked up): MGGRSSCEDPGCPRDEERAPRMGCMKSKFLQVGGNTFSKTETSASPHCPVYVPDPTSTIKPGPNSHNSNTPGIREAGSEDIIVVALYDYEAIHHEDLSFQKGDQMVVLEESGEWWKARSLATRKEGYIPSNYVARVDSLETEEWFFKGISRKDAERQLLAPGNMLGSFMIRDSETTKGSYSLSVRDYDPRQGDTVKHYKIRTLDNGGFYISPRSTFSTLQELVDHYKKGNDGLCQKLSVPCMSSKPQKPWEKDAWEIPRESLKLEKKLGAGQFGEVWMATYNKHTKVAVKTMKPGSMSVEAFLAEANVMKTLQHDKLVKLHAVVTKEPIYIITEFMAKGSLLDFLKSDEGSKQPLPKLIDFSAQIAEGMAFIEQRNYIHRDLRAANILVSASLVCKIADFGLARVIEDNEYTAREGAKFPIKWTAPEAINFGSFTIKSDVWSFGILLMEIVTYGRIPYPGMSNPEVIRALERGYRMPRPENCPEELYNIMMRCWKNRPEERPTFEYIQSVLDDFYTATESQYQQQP
p47phox inh = p47phox (human) inhibition | P14598 | p47phox/p22phox peptide binding, fluorescence polarization, 2 h | inhibition, % at 24.7 µM | hit rate 0.53% among 220,000 | AID 1274;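 active means inhibition above about 30%, limit read from the data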;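 further: 0% = p47phox with labelled peptide and 100% = labelled peptide alone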
Starred values were filed as active, the others as inactive; · = not tested or not shown; [ ] = another dose, or the depositor's remark.

1: O=C(Cn1c(-c2cncs2)nc2ccccc21)NCc1ccccc1
2: O=C(CSc1ncn[nH]1)Nc1ccc2c(c1)OCCO2
3: O=C(Nc1ncc2c(n1)CC(c1ccco1)CC2=O)c1ccc(Cl)cc1 (centres undefined)
4: CC(C)=CCN1CCN(Cc2ccc(N3CCNC3=O)cc2)CC1CCO (centres undefined)
5: CCOc1cc(C(=O)NCc2ccc(-c3nc4ccccc4o3)cc2)cc(OCC)c1OCC
6: CCn1c(SCC(=O)Nc2sc(C)c(C)c2C#N)nnc1C1CC1
compound no. | 1 | 2 | 3 | 4 | 5 | 6
TbHK1 inh | 2 | 11 | -2 | 1 | -1 | -21
14-3-3 Bad inh | 2[fluorescence artefact?] | -17 | -9 | -12 | 2 | -5
Runt-SMMHC FRET | 0 | -3 | 2 | · | -9 | -7
Runt-CBFb FRET | 2 | 2 | 10 | · | -1 | 1
L929 necroptosis | 1.1 | 1.1 | 0.2 | 3.5 | 0.6 | -0.3
Mdm2 ligase inh | 14 | -19 | 5 | 9 | -18 | ·
EBV gp42 inh | -4 | -20 | 4 | -14 | -16 | 9
Hck-Nef inh | -3 | -24 | 4 | 20 | 2 | 20
p47phox inh | 1 | -10 | -4 | 8 | -22 | 13

7: CCc1nnc(NC(=O)c2ccc(-c3ccccc3Cl)o2)s1
8: CCOC(=O)N1CCN(S(=O)(=O)c2cc(Cl)ccc2Cl)CC1
9: Cn1c(-c2ccc3ccccc3n2)nc2cnccc21
10: COc1cccc(NC(=O)Nc2cc(C)ccc2OC)c1
11: O=C(c1ccco1)N1CCCSC1=Nc1ccccc1
12: COc1ccc([N+](=O)[O-])cc1NC(C)C
compound no. | 7 | 8 | 9 | 10 | 11 | 12
TbHK1 inh | -15 | -4 | -11 | -2 | 11 | -10
14-3-3 Bad inh | 18[fluorescence artefact?] | 10 | 1 | 0 | -9 | 0[fluorescence artefact?]
Runt-SMMHC FRET | -2 | 4 | -4 | 3 | -3 | -1
Runt-CBFb FRET | 0 | -1 | -3 | 0 | -2 | 0
L929 necroptosis | 0.3 | 1.6 | 0.0 | 75 | -0.2 | 0.3
Mdm2 ligase inh | -13 | 4 | -16 | -24 | -40 | 8
EBV gp42 inh | -4 | -15 | -10 | 0 | -5 | -11
Hck-Nef inh | 9 | -6 | 3 | 3 | 5 | 25
p47phox inh | -6 | -10 | -5 | -5 | 12 | -6

13: O=C(OCc1nnc(-c2ccc(Cl)cc2)o1)c1ccc(=O)n(Cc2ccccc2)n1
14: Cc1ccc(C)c(Cn2nnc3c(=O)[nH]c(C4CCCN(C(=O)CC(C)C)C4)nc32)c1 (centres undefined)
15: Cc1c(O)ccc(/C(Cc2ccc3ccccc3n2)=N\N)c1O
16: CCSc1nc2[nH]ncc2c(=O)[nH]1
17: O=C(NCCCn1ccnc1)C(=O)NCC1OCCCN1S(=O)(=O)c1ccccc1 (centres undefined)
18: CN(C)c1ccc(-n2cccc2/C=N/n2cnnc2)cc1
compound no. | 13 | 14 | 15 | 16 | 17 | 18
TbHK1 inh | -3 | -1 | -33 | -1 | 4 | 12
14-3-3 Bad inh | 5 | 0[fluorescence artefact?] | -4 | -4 | -11 | -5[fluorescence artefact?]
Runt-SMMHC FRET | 9 | 1 | -6 | -1 | 0 | -1
Runt-CBFb FRET | -4 | -8 | -4 | -2 | 2 | -2
L929 necroptosis | 0.4 | -0.3 | 1.2 | 0.9 | 0.6 | 1.1
Mdm2 ligase inh | -8 | -7 | -9 | -9 | 3 | -13
EBV gp42 inh | -13 | -5 | -6 | -10 | -7 | -16
Hck-Nef inh | 0 | 2 | 0 | 2 | 2 | 1
p47phox inh | -8 | -14 | -16 | -9 | 3 | -26

10 entries from above, bar-delimited.
no. | structure | TbHK1 inh | 14-3-3 Bad inh | Runt-SMMHC FRET | Runt-CBFb FRET | L929 necroptosis | Mdm2 ligase inh | EBV gp42 inh | Hck-Nef inh | p47phox inh
1 | O=C(Cn1c(-c2cncs2)nc2ccccc21)NCc1ccccc1 | 2 | 2[fluorescence artefact?] | 0 | 2 | 1.1 | 14 | -4 | -3 | 1
2 | O=C(CSc1ncn[nH]1)Nc1ccc2c(c1)OCCO2 | 11 | -17 | -3 | 2 | 1.1 | -19 | -20 | -24 | -10
3 | O=C(Nc1ncc2c(n1)CC(c1ccco1)CC2=O)c1ccc(Cl)cc1 (centres undefined) | -2 | -9 | 2 | 10 | 0.2 | 5 | 4 | 4 | -4
4 | CC(C)=CCN1CCN(Cc2ccc(N3CCNC3=O)cc2)CC1CCO (centres undefined) | 1 | -12 | · | · | 3.5 | 9 | -14 | 20 | 8
5 | CCOc1cc(C(=O)NCc2ccc(-c3nc4ccccc4o3)cc2)cc(OCC)c1OCC | -1 | 2 | -9 | -1 | 0.6 | -18 | -16 | 2 | -22
6 | CCn1c(SCC(=O)Nc2sc(C)c(C)c2C#N)nnc1C1CC1 | -21 | -5 | -7 | 1 | -0.3 | · | 9 | 20 | 13
7 | CCc1nnc(NC(=O)c2ccc(-c3ccccc3Cl)o2)s1 | -15 | 18[fluorescence artefact?] | -2 | 0 | 0.3 | -13 | -4 | 9 | -6
8 | CCOC(=O)N1CCN(S(=O)(=O)c2cc(Cl)ccc2Cl)CC1 | -4 | 10 | 4 | -1 | 1.6 | 4 | -15 | -6 | -10
9 | Cn1c(-c2ccc3ccccc3n2)nc2cnccc21 | -11 | 1 | -4 | -3 | 0.0 | -16 | -10 | 3 | -5
10 | COc1cccc(NC(=O)Nc2cc(C)ccc2OC)c1 | -2 | 0 | 3 | 0 | 75 | -24 | 0 | 3 | -5

(further entries)
19: Cn1c(=O)c2[nH]c(CN(Cc3ccccc3)Cc3ccccc3)nc2n(C)c1=O
20: O=c1cc(-c2ccccc2)nc(N2CCN(Cc3ccccc3)CC2)[nH]1
21: C#CCOCCOCCOCCNc1nc(N2CCN(C(=O)C([C@@H](C)CC)n3cc(C(N)CC(C)C)nn3)CC2)nc(N2CCN(C(=O)[C@H](CCC(=O)O)n3cc(C(N)Cc4ccc(O)cc4)nn3)CC2)n1 (some centres undefined)
22: CCOC(=O)c1c(N/N=C/c2cccnc2)n[nH]c1C
23: COCCCn1c(C)nnc1SCc1ccc(C(C)(C)C)cc1
24: CNc1oc(/C=C/c2ccccc2)nc1C#N
compound no. | 19 | 20 | 21 | 22 | 23 | 24
TbHK1 inh | 1 | -5 | -12 | -49 | -1 | -24
14-3-3 Bad inh | 15[fluorescence artefact?] | -20 | 9 | -1 | -18 | -5[fluorescence artefact?]
Runt-SMMHC FRET | 1 | -1 | 1 | 3 | -5 | 84*
Runt-CBFb FRET | 0 | -3 | 0 | 2 | -2 | 33
L929 necroptosis | 0.4 | 0.1 | 0.2 | 7.2 | 2.7 | 0.7
Mdm2 ligase inh | -12 | -7 | · | -14 | -13 | -2
EBV gp42 inh | 8 | -19 | -8 | -4 | -9 | -1
Hck-Nef inh | 2 | 1 | 0 | 21 | 17 | 20
p47phox inh | 0 | -13 | -1 | -14 | -3 | -6

25: CCOC(=O)CN1C(=O)S/C(=C/c2ccc3c(c2)n(C)c(=O)n3C)C1=O
26: COc1ccc2cc(C(=O)C3CCCN(C(=O)c4snnc4C)C3)ccc2c1 (centres undefined)
27: CCC1CCCCN1c1cc(C)nc2cc(-c3cccc(C)c3)nn12 (centres undefined)
28: C=C(C)C(=O)OCCCCCCOc1ccc(C(=O)O)cc1
29: O=C(CCS(=O)(=O)c1ccc(Br)cc1)N1CCN(c2ccccc2Cl)CC1
30: Cc1nn2c(nc(N3CCCCC3)c3ccccc32)c1C=O
compound no. | 25 | 26 | 27 | 28 | 29 | 30
TbHK1 inh | 22 | -18 | 15 | 37 | 4 | 10
14-3-3 Bad inh | -2 | 1 | 11 | -9 | 12 | -21[fluorescence artefact?]
Runt-SMMHC FRET | -16 | -6 | -2 | 4 | 3 | 1
Runt-CBFb FRET | -12 | -1 | 2 | 1 | 1 | -3
L929 necroptosis | -0.1 | 0.3 | 0.9 | 0.4 | 0.7 | 0.4
Mdm2 ligase inh | -3 | 0 | -6 | 9 | -2 | -10
EBV gp42 inh | -11 | -7 | -18 | 2 | -19 | -4
Hck-Nef inh | -1 | 3 | -21 | 3 | -19 | -2
p47phox inh | -20 | -10 | -9 | -25 | -8 | -19

31: Cc1ccnc2nc(C(=O)OCCOc3ccc(F)cc3)nn12
32: Cc1cccc(NC(=O)c2cc(N3C(=O)CCC3=O)ccc2Cl)n1
33: C#CCOCCOCCOCCNc1nc(N2CCN(C(=O)[C@H](Cc3cc4ccccc4[nH]3)n3cc([C@@H](N)CC(C)C)nn3)CC2)nc(N2CCN(C(=O)[C@H](Cc3cc4ccccc4[nH]3)n3cc([C@@H](N)CC(C)C)nn3)CC2)n1
34: CCCn1c(=O)c(-c2nc3ccccc3[nH]2)c(O)c2ccccc21
35: O=C(CCN1C(=O)c2ccncc2C1=O)Nc1ccc2c(c1)OCCO2
36: c1ccc(C2=NCCCN2)cc1
compound no. | 31 | 32 | 33 | 34 | 35 | 36
TbHK1 inh | 0 | -2 | -8 | -46 | 2 | 19
14-3-3 Bad inh | 0 | 17[fluorescence artefact?] | 54 | 1 | 4 | -10
Runt-SMMHC FRET | -3 | 0 | 0 | 4 | -2 | 0
Runt-CBFb FRET | 0 | -1 | 2 | 0 | -1 | -3
L929 necroptosis | 1.9 | -0.2 | 0.3 | 71 | 1.0 | 0.0
Mdm2 ligase inh | -8 | -10 | · | -18 | -10 | -8
EBV gp42 inh | -12 | 3 | -4 | -17 | -10 | -6
Hck-Nef inh | 27 | -1 | -13 | 13 | -6 | 1
p47phox inh | -1 | -14 | · | -9 | -4 | 4

37: O=C(NCc1ccco1)c1ccc(S(=O)(=O)c2cccc(S(=O)(=O)N3CCOCC3)c2)cc1
38: COc1ccc(-c2cnn3c4c(c(C)nc23)CCN4C2CCCC2)cc1OC
39: CC(C)[C@H](NC(=O)Nc1ccc2c(c1)OCCO2)C(=O)O
40: CN(C[C@H](Cc1ccccc1)N(C[C@@H](Cc1cccc2ccccc12)N(CCc1ccccc1)N=O)N=O)N=O
41: O=S(=O)(/N=C(\[O-])C[n+]1ccccc1)c1ccc(Cl)cc1
42: NC(=O)c1ccc(F)cc1
43: COc1ccc(NC(=O)NC23CC4CC(CC(C4)C2)C3)cc1OC
compound no. | 37 | 38 | 39 | 40 | 41 | 42 | 43
TbHK1 inh | -5 | -15 | 5 | -3 | -12 | 0 | 5
14-3-3 Bad inh | -1 | -7 | 3 | -5 | -7 | -3[fluorescence artefact?] | -8
Runt-SMMHC FRET | 3 | -2 | -3 | 2 | -1 | · | -1
Runt-CBFb FRET | 0 | -3 | 0 | 0 | 1 | · | -2
L929 necroptosis | 0.1 | 0.2 | -1.1 | 0.4 | 0.2 | -0.1 | 0.1
Mdm2 ligase inh | 3 | -10 | 7 | · | -14 | -11 | -2
EBV gp42 inh | 1 | -27 | -9 | -9 | -3 | -10 | -2
Hck-Nef inh | 0 | 9 | 2 | 3 | 7 | 0 | -1
p47phox inh | -14 | -9 | -10 | -29 | 11 | -5 | -3

Pulled one by one from the list above:
12: COc1ccc([N+](=O)[O-])cc1NC(C)C
22: CCOC(=O)c1c(N/N=C/c2cccnc2)n[nH]c1C
compound no. | 12 | 22
TbHK1 inh | -10 | -49
14-3-3 Bad inh | 0[fluorescence artefact?] | -1
Runt-SMMHC FRET | -1 | 3
Runt-CBFb FRET | 0 | 2
L929 necroptosis | 0.3 | 7.2
Mdm2 ligase inh | 8 | -14
EBV gp42 inh | -11 | -4
Hck-Nef inh | 25 | 21
p47phox inh | -6 | -14
